Assay outcomes as filed in PubChem.
DDE Tn6 FP inh – inhibitors of Tn6 peptide binding to fibrin DD(E), primary screen, biochemical, fluorescence polarization, human fibrin, Tn6 probe | AID 720509, 2013 | inhibition, % at 8.3 µM | Fibrinogen beta chain (Homo sapiens), P02675 | 0.21% of 370,000 active | Fibrin DD(E) TRITC-Tn6 fluorescence polarization displacement;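 active = inhibition above a per-campaign cutoff: mean of compounds within control limits plus 3 SD, cut at about 15% in these data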;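 note: 0% = median of all compound wells on the plate and 100% = blocking peptide control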
ADAM17 inh – ADAM17 inhibitors, primary screen, biochemical, QFRET | inhibition, % at 6.95 µM | recombinant ADAM17, EDANS/DABCYL FRET peptide cleavage | 0.83% of 370,000 active | AID 720648, 2013;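 active = inhibition above the mean of compounds lying between control limits plus 3 SD, set per campaign, cut at about 8.5% in these data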;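 note: 0% = DMSO-only wells as the low control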
LEDGF integ inh – blockers of LEDGF/p75-dependent integrase strand transfer – biochemical, TR-FRET, high throughput, primary screen; AID 743269, 2014; inhibition, % at 3.7 µM; HIV-1 integrase (with human LEDGF/p75); TR-FRET IN-LEDGF/p75 DNA integration, Eu/Cy5; 0.64% of 370,000 active;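 active = inhibition above the screen-wide mean plus 3 SD, cut at about 13% in these data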;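 note: signal is the Cy5 over europium emission ratio at 671 and 618 nm; 0% = plate median of compound wells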
ASAP1 inh – inhibitors of human ASAP1 ArfGAP activity, primary screen, biochemical, fluorescence polarization; ASAP1-stimulated ARF1 GTP hydrolysis, GDP FP detection; 0.19% of 360,000 active; inhibition, % at 16.5 µM; Arf-GAP with SH3 domain, ANK repeat and PH domain-containing protein 1 (Homo sapiens), …; in the data active = inhibition above about 25%;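 note: 0% = vehicle with enzyme and substrate and 100% = no enzyme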
ADAM10 inh – human ADAM10 inhibitors, primary screen, biochemical, QFRET, HTS | Disintegrin and metalloproteinase domain-containing protein 10 (Homo sapiens), O14672 | recombinant ADAM10, EDANS/DABCYL FRET peptide cleavage, 3 h | inhibition, % at 7 µM | AID 720582, 2013 | 0.62% of 370,000 active;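 active = inhibition above a per-campaign cutoff equal to the mean of compounds falling between control-based bounds plus 3 SD, cut at about 20% in these data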;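 note: 0% = DMSO wells while the 100% control is not disclosed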
Target sequence (O14672 214-748 limits assumed): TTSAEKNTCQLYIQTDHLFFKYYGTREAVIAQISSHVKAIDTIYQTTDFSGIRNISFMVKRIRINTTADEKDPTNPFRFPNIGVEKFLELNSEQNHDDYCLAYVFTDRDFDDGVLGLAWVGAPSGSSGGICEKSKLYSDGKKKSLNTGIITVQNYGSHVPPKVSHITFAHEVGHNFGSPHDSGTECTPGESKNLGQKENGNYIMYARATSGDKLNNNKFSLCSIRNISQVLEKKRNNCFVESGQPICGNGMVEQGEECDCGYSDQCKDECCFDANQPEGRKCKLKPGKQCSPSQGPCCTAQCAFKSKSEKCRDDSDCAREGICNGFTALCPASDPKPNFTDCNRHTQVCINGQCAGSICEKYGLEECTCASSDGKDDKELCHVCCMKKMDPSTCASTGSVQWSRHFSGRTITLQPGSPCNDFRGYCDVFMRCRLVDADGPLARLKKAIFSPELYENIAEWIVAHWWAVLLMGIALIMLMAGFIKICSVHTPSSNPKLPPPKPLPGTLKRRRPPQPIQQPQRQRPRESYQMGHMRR
PLC-gamma1 inh – PLC-gamma1 enzyme inhibitors, primary screen, biochemical, fluorescence, purified enzyme; 0.84% of 370,000 active; fluorogenic substrate; inhibition, % at 12.2 µM; in the data active = inhibition above about 9.5%
TDP2 inh – human TDP2 enzyme inhibitors, primary screen, biochemical, epi absorbance, recombinant enzyme. T5PNP hydrolysis, p-nitrophenol absorbance 415 nm. 0.34% of 370,000 active. inhibition, % at 12.8 µM;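 active = inhibition above the mean of all tested compounds plus 3 SD, set per campaign, cut at about 25% in these data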;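 note: 0% = DMSO with enzyme and 100% = buffer with substrate but no TDP2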
Target sequence (O95551 whole entry, looked up): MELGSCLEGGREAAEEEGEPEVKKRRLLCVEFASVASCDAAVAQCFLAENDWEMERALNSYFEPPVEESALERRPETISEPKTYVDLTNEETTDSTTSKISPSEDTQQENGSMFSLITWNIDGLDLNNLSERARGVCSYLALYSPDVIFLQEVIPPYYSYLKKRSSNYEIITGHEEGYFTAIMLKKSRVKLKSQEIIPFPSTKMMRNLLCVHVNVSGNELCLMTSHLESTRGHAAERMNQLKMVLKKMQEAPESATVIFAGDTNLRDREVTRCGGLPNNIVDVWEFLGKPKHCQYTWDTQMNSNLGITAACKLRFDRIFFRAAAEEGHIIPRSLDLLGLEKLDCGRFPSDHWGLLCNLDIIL
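Assay system: recombinant human TDP2 / Reagent: T5PNP substrate at 5 mM, a TopII-DNA adduct mimic / Measured by: epi absorbance from released p-nitrophenol / Evaluation: % inhibition relative to enzyme-containing and enzyme-free wells / Control set: enzyme-free and DMSO wells / Replicates: each compound tested once, singlicate / Schedule: enzyme reaction with compound for 2 h at 37 °C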
DDE Tn7 FP inh – inhibitors of Tn7 peptide binding to fibrin DD(E), primary screen, biochemical, fluorescence polarization, human fibrin, Tn7 probe; Fibrinogen beta chain (Homo sapiens), P02675; FP displacement of FITC-Tn7 peptide from fibrin DD(E); 0% = median of compound wells per plate; inhibition, % at 8.3 µM; 0.13% of 370,000 active; AID 720508, 2013;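 active = inhibition above the mean of compounds falling within the control limits plus 3 SD of them, cut at about 14% in these data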;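 note: 0% = plate median of compound wells and 100% = 10 µM Aha-Tn7 peptide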
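System: human fibrin DD(E); quantity: Fibrin-DD(E) at 2 µM final; also added: fluorescent Tn7 probe at 0.1 µM; compound dosing: single nominal test concentration of 8.3 µM per compound; schedule: 10 min preincubation, 3 h with tracer, room temperature; detection: fluorescence polarization of the labelled Tn7 tracer; repeats: one replicate per compound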
KLK7 zymogen act – proKLK7 zymogen activators, primary screen, biochemical, fluorescence intensity | AID 652039, 2013 | activation, % at 7 µM | purified proKLK7, EDANS-DABCYL substrate fluorescence; 100% is mature enzyme control, 0% vehicle | 0.9% of 370,000 active;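 active = activation above the mean of all tested compounds plus 3 SD, computed per campaign excluding outliers beyond control limits, cut at about 13% in these data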
ARFGAP1 inh – inhibitors of rat ARFGAP1 GAP activity, primary screen, biochemical, fluorescence polarization, GDP tracer; Arfgap1-stimulated ARF1 GTP hydrolysis, GDP FP detection; 0.26% of 360,000 active; inhibition, % at 16.5 µM;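 active = inhibition above a per-plate limit, mean inhibition of low control wells plus 3 SD, cut at about 25% in these data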;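 note: 0% = DMSO wells with enzyme and 100% = wells lacking Arfgap1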
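Material: rat Arfgap1 GAP domain (His6, aa 1-136), purified enzyme. Also added: human ARF1(Δ1-17)-GTP substrate. Compound dosing: 16.5 µM single point, 1.26% DMSO. Timing: enzyme reaction 120 min at 25 °C after 20 min preincubation. Signal: GDP detection by fluorescence polarization. Read-out basis: percent inhibition of GAP-stimulated GDP formation, scaled between DMSO and no-Arfgap1 medians.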
* marks the source's active call; other numbers are inactive results; i = inactive; & = joins results of further samples.

DDE Tn6 FP inh	ADAM17 inh	LEDGF integ inh	ASAP1 inh	ADAM10 inh	PLC-gamma1 inh	TDP2 inh	DDE Tn7 FP inh	KLK7 zymogen act	ARFGAP1 inh	structure
2	-1	1	8	0	1	12	5	-0.6	-4	Cc1cc(NC(=O)COC(=O)C2CC(=O)N(c3ccccc3)C2)no1 (configuration not stated)
1	3	-2	-7	-2	7	-10	-12	-0.5	-5	Cc1nonc1OCCn1c([N+](=O)[O-])cnc1C
2	-3	1	-1	1	0	24	-5	-0.3	-9	COc1ccc(N2CCN(C(C)C(=O)N3CCCC3)CC2)cc1 (configuration not stated)
-1	2	3	3	4	5	-10	-9	0.2	7	COc1cc(SC)ccc1C(=O)N1CCc2ccccc21
6	-10	1	0	-32	-5	4	-7	-0.8	-2	O=C(Oc1ccccc1)c1cc2ccccc2oc1=O
-2	-6	-2	0	-5	-4	4	2	0.6	-3	Nc1ncnn1Cc1ccccc1
-6	-5	-4	3	-9	-1	6	2	-0.6	0	O=C(CCCn1cncn1)N1CCCC(Nc2ccc(F)cc2)C1 (configuration not stated)
4	1	1	3	-4	-1	12	-6	-0.6	1	CC1CC(C)CN(CCCNS(=O)(=O)c2ccc3c(c2)oc(=O)n3C)C1 (configuration not stated)
-7	1	4	2	11	7	-11	-4	0.5	8	CN(c1ccccc1)S(=O)(=O)c1cccc(NC(=O)c2cncc(Br)c2)c1
2	0	-1	0	6	4	0	5	0.3	9	COc1ccc(CCNC(=O)COC(=O)C23CC4CC(CC(C4)C2)C3)cc1
-2	3	2	-10	3	8	-11	-12	-0.7	4	Cc1c(NC(=O)COC(=O)C(c2ccc(Cl)cc2)C(C)C)c(=O)n(-c2ccccc2)n1C (configuration not stated)
1	1	2	2	-3	-2	-26	-3	0.1	11	CCN1/C(=C2/SC(=S)N(NC(C)=O)C2=O)Sc2ccc(OC)cc21
-2	0	0	5	4	2	4	7	-0.2	17	CCC1=NN(S(=O)(=O)c2ccc(C)cc2)C(O)(C(F)(F)F)C1 (configuration not stated)
-1	-1	-1	14	6	-3	-2	-6	0.4	-4	Cc1cc(C)nc(SCCCNCc2c(F)cccc2Cl)n1
4	-1	-1	6	0	2	-16	-6	0.7	5	COc1cccc(N2CCN(CC(=O)NCc3cccs3)CC2)c1
6	-4	-1	13	-11	-1	-1	-4	0.2	-21	CNC(=O)c1cc(C(=O)c2ccc(Cl)cc2)c[nH]1
3&2	-2&3	-4&3	2&-1	-10&1	3&1	-7&11	-1&2	0.5&-0.4	-1&-4	C=CCn1c(SCCCC)nc(O)cc1=O
1	0	1	-5	-2	-8	8	-6	0.2	1	Cc1cc([N+](=O)[O-])ccc1-c1ccc(/C=N/NC(=O)Cc2ccccc2)o1
-2	0	8	0	6	7	-7	-4	-0.3	3	COC(=O)c1ccc(COc2ccc(C)cc2[N+](=O)[O-])o1
-6	6	5	-7	1	13*	-16	-2	0.0	2	CC[C@]12c3[nH]c4ccc(Cl)cc4c3CCN1C(=O)[C@@H](CC(=O)NCCN1CCOCC1)C[C@@H]2C(=O)N1CCN(C(=O)c2ccco2)CC1
5	-4	1	10	-8	0	12	-3	-0.1	-3	Cc1ccc(S(=O)(=O)NNC(=O)CCC(=O)Nc2ccccc2)cc1
-9	1	0	0	-3	4	-8	0	0.2	5	Cc1ccc(NC(=O)CCN2C(=O)c3ccncc3C2=O)cc1
-4	4	-2	7	-3	2	0	7	0.3	20	COc1ccc(C2=NS(=O)(=O)N(C)C(C(=O)Nc3ccc4c(c3)OCO4)=C2)cc1
0	i	1	8	i	-364	4	3	20*	-6	CNc1ccc(-c2cccc(CO)c2)cn1
4	-5	-3	-2	-4	3	20	-4	0.7	4	Cc1cc(C(=O)Nc2ccon2)c(C)o1
-2	-7	2	6	-15	-4	2	-6	0.7	2	CC(=NNC(=S)N(Cc1ccccn1)Cc1ccccn1)c1cnccn1
-2	1	0	-2	-12	3	-6	2	-0.5	-5	CC(C)(C)NCCOCCOc1ccc(Cl)cc1C(C)(C)C
-7	1	2	-5	-1	-2	-4	5	0.2	6	COc1ccc(C(c2nnnn2Cc2cccs2)N2CCN(c3ccccc3)CC2)cc1OC (configuration not stated)
-4	0	4	9	5	-1	2	-9	-0.2	1	O=C(N/N=C/c1coc2ccccc2c1=O)c1cn(-c2ccccc2)nc1-c1ccc(F)cc1
-1	0	-3	3	-7	0	-14	3	-0.2	18	COc1ccc(NC(=O)c2ccc(S(=O)(=O)N(C)c3ccccc3)cc2)cn1
4	-3	-4	12	-14	3	-8	-2	-0.8	6	CN1CCC2(CC1)NC(=O)NC2=O
-4	-44	3	2	-95	-54	-1	-2	-2.0	-2	CC(C)(C)NC(=O)C(CCc1ccccc1)n1c(=O)c(-c2ccccc2)nc2ccccc21 (configuration not stated)
3	-3	1	-1	2	2	15	-4	0.6	11	CC(Oc1ccccc1F)C(=O)NNC(=O)c1ccc(F)c(S(=O)(=O)N2CCOCC2)c1 (configuration not stated)
12	-6	-3	-4	-10	-5	10	0	0.1	-1	COc1cc(/C=c2/sc3nc(-c4ccccc4)c(-c4ccccc4)n3c2=O)cc(OC)c1OC
0	-1	2	-1	-1	-3	7	2	-0.2	-8	O=c1cc(O)c(-c2ccc(Cl)cc2)c(Cl)[nH]1
4	-1	4	-6	2	0	-4	5	0.7	0	C/C(=N/NC(=O)C1CCN(S(=O)(=O)c2ccc(C)cc2)CC1)c1cccc([N+](=O)[O-])c1
-2	-1	-1	2	2	4	-13	-9	0.5	5	CCCOc1cccc(C(=O)NC(=S)Nc2cccc(NC(=O)c3ccccc3Cl)c2)c1
6	2	1	0	1	-2	2	-7	-0.1	-3	COC(CNC(=O)C1CCCCC1C(=O)O)OC (configuration not stated)
-3	3	2	-7	2	-1	-5	0	0.4	8	O=C1NC(CCc2ccccc2)C(=O)N1Cc1ccc(Br)cc1 (configuration not stated)
5	3	0	8	8	3	3	8	0.2	0	CCN(CCNC(=O)Cn1c(=O)sc2ccccc21)c1ccccc1
1	1	-1	2	-3	-15	-5	0	-0.1	3	O=c1cc(CN2CCN(c3ccccc3F)CC2)c2cc(O)c(-c3ccccc3)cc2o1
2	-1	0	0	1	0	4	-6	-0.3	-7	CSCCC(Nc1ccc(S(=O)(=O)N2CCOCC2)cc1[N+](=O)[O-])C(=O)OCC(=O)N(C(C)C)C(C)C (configuration not stated)
2	-2	-4	7	-9	2	12	-6	-0.1	-1	CCN(CC(=O)NCc1ccc(Cl)cc1)C(=O)CN1C(=O)NC(C)(c2ccccc2)C1=O (configuration not stated)
12	4	6	-2	1	3	-5	-5	0.7	9	Cc1ccc(S(=O)(=O)N2CCN(C(=O)c3cc4c(s3)CCCC4)CC2)cc1
-4	-3	3	4	-12	0	0	-2	-0.6	-10	O=C(c1ccc(CNc2c(NC3CCCCC3)c(=O)c2=O)cc1)N1CCc2ccccc21
2	-3	-1	-5	6	-2	-5	2	0.0	1	CCN(CC)CCNC(=O)C(=O)NCC1OCCN1S(=O)(=O)c1cccs1 (configuration not stated)
-6	-1	-1	5	7	1	-7	2	-0.3	0	COC(=O)c1ccc(C(=O)OC)c(NC(=O)CN2CCN(c3ccc(OC)cc3)CC2)c1
-6	0	-4	1	-2	-92	0	-5	-0.1	-5	CCN(CC)c1ccc(/C=C/C(=O)C2C(=O)C=C(C)OC2=O)cc1 (configuration not stated)

An excerpt from above in order of length of the SMILES, rising:
DDE Tn6 FP inh	ADAM17 inh	LEDGF integ inh	ASAP1 inh	ADAM10 inh	PLC-gamma1 inh	TDP2 inh	DDE Tn7 FP inh	KLK7 zymogen act	ARFGAP1 inh	structure
-3	3	2	-7	2	-1	-5	0	0.4	8	O=C1NC(CCc2ccccc2)C(=O)N1Cc1ccc(Br)cc1 (configuration not stated)
2	-1	1	8	0	1	12	5	-0.6	-4	Cc1cc(NC(=O)COC(=O)C2CC(=O)N(c3ccccc3)C2)no1 (configuration not stated)
2	-3	-1	-5	6	-2	-5	2	0.0	1	CCN(CC)CCNC(=O)C(=O)NCC1OCCN1S(=O)(=O)c1cccs1 (configuration not stated)
1	1	2	2	-3	-2	-26	-3	0.1	11	CCN1/C(=C2/SC(=S)N(NC(C)=O)C2=O)Sc2ccc(OC)cc21
